LYPLA2 inh – counter-screen for PME1 inhibitors: inhibitors of human LYPLA2; recombinant LYPLA2, FP-Rh probe fluorescence polarization; inhibition, % at 5.9 µM; 320,000 tested, 0.38% active; AID 2177;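 active = inhibition above the screen-wide mean plus 3 SD, limit set per campaign, cut at about 26% in these data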;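 also: 0% = LYPLA2 with DMSO and 100% = wells lacking LYPLA2 enzyme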
GSTO1 inh – GSTO1 inhibition, counter-screen for RBBP9 inhibitors | P78417 | recombinant GSTO1, activity-based probe fluorescence polarization | inhibition, % at 5.96 µM | 300,000 tested, 1.1% active | AID 1974;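 active = inhibition above the campaign mean inhibition plus 3 SD, cut at about 35% in these data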;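 also: 0% = GSTO1-1 with DMSO and 100% = wells lacking GSTO1-1 enzyme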
pPAFAH inh – pPAFAH (human) enzyme inhibition; Q13093; recombinant pPAFAH, FP-rhodamine probe fluorescence polarization; inhibition, % at 3.39 µM; 330,000 tested, 1.5% active; AID 463082;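 active = inhibition above the mean inhibition across the screen plus 3 SD, cut at about 25% in these data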;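 also: inhibitors block binding of the rhodamine activity-based probe so polarization drops; 0% = enzyme with DMSO and 100% = wells lacking pPAFAH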
PAFAH2 inh – PAFAH2 (human) inhibition. recombinant PAFAH2, FP-rhodamine activity probe, fluorescence polarization. AID 492956. Q99487. 340,000 tested, 0.99% active. inhibition, % at 3.39 µM;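 active = inhibition above the mean over all tested compounds plus 3 SD, cut at about 30% in these data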;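 also: inhibitors block probe labeling of enzyme so polarization drops; 0% = enzyme with DMSO and 100% = wells lacking PAFAH2 protein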
PAD4 inh – PAD4 (human) enzyme inhibition | Q9UM07 | recombinant PAD4, RCA probe fluorescence polarization | inhibition, % at 6.36 µM | 330,000 tested, 0.41% active | AID 485272;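 active = percent inhibition above a cutoff equal to the mean of all tested compounds plus 3 SD, cut at about 15% in these data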;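 also: 0% = PAD4 with RCA probe and DMSO and 100% = probe without PAD4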
Target sequence (Q9UM07 whole entry, looked up): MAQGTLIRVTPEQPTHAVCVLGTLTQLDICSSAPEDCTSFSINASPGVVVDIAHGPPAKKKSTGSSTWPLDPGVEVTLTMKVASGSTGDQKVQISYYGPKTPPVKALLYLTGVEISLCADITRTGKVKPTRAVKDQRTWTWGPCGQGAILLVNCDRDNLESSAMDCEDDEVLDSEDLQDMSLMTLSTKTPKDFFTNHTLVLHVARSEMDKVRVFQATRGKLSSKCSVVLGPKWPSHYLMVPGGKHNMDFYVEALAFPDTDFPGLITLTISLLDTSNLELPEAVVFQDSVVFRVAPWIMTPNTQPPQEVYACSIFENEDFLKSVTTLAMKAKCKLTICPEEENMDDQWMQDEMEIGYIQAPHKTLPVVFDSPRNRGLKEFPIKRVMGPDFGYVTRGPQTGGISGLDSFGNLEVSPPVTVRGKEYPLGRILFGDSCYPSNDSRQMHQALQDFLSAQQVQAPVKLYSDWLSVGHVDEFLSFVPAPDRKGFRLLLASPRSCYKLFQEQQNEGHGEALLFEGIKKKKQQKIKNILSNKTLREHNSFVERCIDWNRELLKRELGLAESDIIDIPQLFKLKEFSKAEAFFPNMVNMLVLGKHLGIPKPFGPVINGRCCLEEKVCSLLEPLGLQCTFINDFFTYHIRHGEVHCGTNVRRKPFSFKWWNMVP
PAFAH1B3 FP inh – PAFAH1B3 (human) inhibition. Q15102. recombinant PAFAH1B3, FP-rhodamine probe, fluorescence polarization. inhibition, % at 3.39 µM. 340,000 tested, 0.28% active;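 active = inhibition above the screen-wide average of all tested compounds plus 3 SD, cut at about 25% in these data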;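 also: 0% = enzyme with DMSO only and 100% = wells lacking PAFAH1B3 protein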
Target sequence (Q15102 whole entry, looked up): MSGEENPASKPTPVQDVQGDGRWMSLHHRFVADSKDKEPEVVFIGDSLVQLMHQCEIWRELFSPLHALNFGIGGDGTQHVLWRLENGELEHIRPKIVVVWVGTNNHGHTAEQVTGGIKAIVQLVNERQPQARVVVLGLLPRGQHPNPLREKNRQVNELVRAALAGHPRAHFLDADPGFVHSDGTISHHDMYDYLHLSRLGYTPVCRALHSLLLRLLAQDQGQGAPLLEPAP
PREPL inhibitor – human PREPL enzyme inhibition; Q4J6C6; recombinant PREPL, fluorescence polarization activity-based probe; inhibition, % at 5.96 µM; 320,000 tested, 0.68% active; in the data active = inhibition above about 43%;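 also: 0% = enzyme with DMSO and 100% = wells lacking enzyme; many of its hits are not listed in these tables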
PAFAH1B2 FP inh – PAFAH1B2 (human) inhibition | 340,000 tested, 1.2% active | inhibition, % at 3.39 µM | recombinant PAFAH1B2, FP-rhodamine activity probe, fluorescence polarization;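 active = inhibition above the mean of all tested compounds plus 3 SD, cut at about 24% in these data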;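 also: 0% = enzyme with DMSO and 100% = wells lacking PAFAH1B2; many of its hits are not listed in these tables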
LYPLA1 inh – blocks human lysophospholipase 1, a PME1 counter-screen; O75608; recombinant LYPLA1, FP-Rh probe fluorescence polarization; inhibition, % at 5.9 µM; 320,000 tested, 0.16% active;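 active = inhibition above the mean of all tested compounds plus 3 SD, set per campaign, cut at about 14% in these data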;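 also: inhibitors block serine hydrolase probe labeling of LYPLA1 so polarization falls; 0% = enzyme with DMSO and 100% = wells lacking LYPLA1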
* hit, by the source's call; . = no result given. These rows are one share of the data; rates above refer to the full screens.

item	SMILES	LYPLA2 inh	GSTO1 inh	pPAFAH inh	PAFAH2 inh	PAD4 inh	PAFAH1B3 FP inh	PREPL inhibitor	PAFAH1B2 FP inh	LYPLA1 inh
1	Cc1ccc(OC(=O)c2cncc(Br)c2)c(C)c1	3	7	6	-1	-4	5	-8	0	2
2	Cc1cc(C)nc(N/N=C/c2ccccc2OCc2ccccc2)n1	4	4	7	-5	5	-2	4	1	-3
3	COc1ccc(CCNC(=O)c2ccc3c(c2)NC(=O)C(C(C)C)N3)cc1OC (centres undefined)	4	5	4	12	0	1	0	3	3
4	O=C(NCCOCc1ccccc1)C(c1ccccc1)c1ccccc1	1	-5	2	-2	-2	0	-7	-2	1
5	Cc1nc2ccc(NC(=O)[C@H](C)N3C(=O)C4CC=CCC4C3=O)cc2s1 (some centres undefined)	.	.	2	2	2	-1	11	7	.
6	Cc1noc(C)c1CSc1nnc(-c2cccnc2)n1C1CCCCC1C (centres undefined)	18	4	2	-1	3	11	-5	-1	1
7	C[C@H](CCCC/C=C/C(=O)O)O[C@@H]1O[C@@H](C)[C@H](O)C[C@H]1O	-1	.	-4	-1	-7	13	3	5	-2
8	COc1ccccc1N(C)S(=O)(=O)c1ccc(C(=O)Nc2cccc(Br)c2)cc1	.	.	-28	-58	-3	-60	-10	-26	.
9	O=C(O)c1cc(O)c2c(c1)[C@H]([C@H]1c3cc(C(=O)O)cc(O)c3C(=O)c3c(O[C@@H]4O[C@H](CO)[C@@H](O)[C@H](O)[C@H]4O)cccc31)c1cccc(OC3O[C@H](CO)[C@@H](O)[C@H](O)[C@H]3O)c1C2=O (some centres undefined)	75*	72*	94*	90*	-51	80*	105*	77*	10
10	CC(C)n1c(=NC(=O)c2ccco2)c(C#N)cc2c(=O)n3ccccc3cc21	4	-4	2	7	-2	0	12	5	3
11	O=C(O)c1ccc2c3c(cccc13)C(=O)N(c1cccc3ccccc13)C2=O	3	-2	4	3	0	2	6	-4	-2
12	N#CC1(Nc2cccc(Br)c2)C(=O)Nc2ccccc21 (centres undefined)	-3	1	3	0	-6	9	-2	8	0
13	CCCCOC(=O)c1[nH]c2c(c1C)C(=O)CC(c1cc(OC)c(OC)c(OC)c1)C2 (centres undefined)	-2	-8	4	4	-2	5	15	8	0
14	O=S1(=O)CCOCCCN1Cc1cccc(F)c1	0	0	4	2	-2	15	-6	4	-1
15	CC(OC(=O)CN1C(=O)NC2(CCCC2)C1=O)C(=O)Nc1cccc(Cl)c1Cl (centres undefined)	11	7	3	0	1	0	9	4	4
16	CCn1cc(CNC(=O)CCc2ccc(OC)cc2)cn1	3	1	3	2	4	5	0	10	0
17	COc1ccc(NC(=O)c2cc3nc(-c4ccccc4)cc(-c4ccccc4)n3n2)c(OC)c1	3	6	-3	1	-5	1	12	5	0
18	Cc1c(C(=O)N2CCOCC2)c(S(=O)(=O)Nc2ccc(OC(F)(F)F)cc2)c(C)n1C	3	0	11	8	3	2	-2	23	-1
19	COc1ccc(C(=O)N2CCN(CCNC(=O)C(=O)Nc3ccc(F)cc3)CC2)cc1OC	0	5	1	4	-4	5	-10	2	0
20	COc1ccc(C2C(C(C)=O)=C(C)N=c3s/c(=C\c4cc(C)n(C)c4C)c(=O)n32)c(OC)c1 (centres undefined)	-9	-1	7	9	-19	-1	14	2	-13
21	CCCn1c(N)nc2ccccc21	11	0	4	2	-5	9	-10	0	3
22	O=C1CC(N2CCCCCC2)C(=O)N1c1ccc(F)cc1 (centres undefined)	-2	0	3	-3	-5	1	-2	2	-3
23	O=C(Cn1c(NCCO)nc2ccccc21)c1cccs1	7	-14	2	-1	-6	-1	-4	0	3
24	O=C(COC(=O)c1ccc(F)cc1F)Nc1ccc(Cl)cn1	2	.	14	39*	-2	6	16	3	-2
25	CN(C)CC(=O)c1c[nH]c2ccccc12	4	-3	2	0	4	8	-6	-2	5
26	CCC(CC)C(=O)c1c[nH]c(C(=O)NCCc2ccccn2)c1	1	-5	5	8	-7	3	13	-2	3
27	N#Cc1cc([N+](=O)[O-])ccc1NCCN1CCOCC1	2	0	8	-4	6	4	2	2	-2
28	COc1ccc(N(CC(=O)NCc2ccc3c(c2)OCO3)C(=O)CCC(=O)Nc2ccccn2)cc1	-4	0	-2	2	0	8	6	5	-1
29	COC(=O)c1sccc1NC(=O)CC1NCCNC1=O (centres undefined)	-3	2	-4	5	-5	6	7	8	1
30	CC(Oc1coc(CN2CCN(C(=O)c3ccco3)CC2)cc1=O)c1ccccc1 (centres undefined)	10	2	2	6	3	5	9	5	0

Whole records, looked up by structure. Order of screens: LYPLA2 inh	GSTO1 inh	pPAFAH inh	PAFAH2 inh	PAD4 inh	PAFAH1B3 FP inh	PREPL inhibitor	PAFAH1B2 FP inh	LYPLA1 inh
`O=C(COC(=O)c1ccc(F)cc1F)Nc1ccc(Cl)cn1` is entered as 2	.	14	39*	-2	6	16	3	-2
`COC(=O)c1sccc1NC(=O)CC1NCCNC1=O` (centres undefined) is entered as -3	2	-4	5	-5	6	7	8	1
`N#Cc1cc([N+](=O)[O-])ccc1NCCN1CCOCC1` is entered as 2	0	8	-4	6	4	2	2	-2
`CCCn1c(N)nc2ccccc21` is entered as 11	0	4	2	-5	9	-10	0	3

(more compounds)
item	SMILES	LYPLA2 inh	GSTO1 inh	pPAFAH inh	PAFAH2 inh	PAD4 inh	PAFAH1B3 FP inh	PREPL inhibitor	PAFAH1B2 FP inh	LYPLA1 inh
31	O=C(CSc1nc2ncccc2[nH]1)c1cccc([N+](=O)[O-])c1	4	6	6	-4	1	9	2	3	-2
32	COCCNC(=O)CSc1nc2ccccc2c(=O)n1-c1cccc(OC)c1	3	7	3	1	2	1	28	-3	0
33	CC1(C)Cc2ccccc2-c2nnc(SCc3ccc(C#N)cc3)n21	0	2	0	9	-4	1	16	8	-2
34	CCN(CC)S(=O)(=O)c1ccc(C(=O)OCC(=O)Nc2sc3c(c2C#N)CCCCC3)cc1	4	9	-2	1	-3	3	4	1	-6
35	COCCCNc1nc2c(-c3cccc(C)c3)nnn2c2ccc(Cl)cc12	-2	1	-2	1	1	0	12	-3	3
36	CCOCCCNC(=O)C1CCC(=O)N1CCc1ccccc1 (centres undefined)	-1	9	1	-2	-1	4	-2	1	-2
37	C[C@]12c3[nH]c4cc(-c5ccco5)ccc4c3CCN1C(=O)[C@@H](CC(=O)NCCC1=CCCCC1)C[C@@H]2C(=O)N1CCCCC1	.	.	10	2	1	10	.	2	.
38	CC(C)Oc1ccc(/C(O)=C2/C(=O)C(=O)N(CCN3CCNCC3)C2c2cccc([N+](=O)[O-])c2)cc1 (centres undefined)	-6	6	2	-6	-2	7	2	-2	-5
39	COc1ccc(C/C(N)=N/O)cc1	1	-4	4	-4	3	1	1	9	4
40	CS(=O)(=O)c1nc(-c2ccco2)cc(C(F)(F)F)n1	1	-55	5	.	0	.	11	.	-2
41	Nc1nc(SCc2ccccc2)c2[nH]cnc2n1	-1	7	5	15	2	8	0	1	2
42	CC1CN(C(=O)Cn2cc(S(=O)(=O)CC(=O)N3CCOCC3)c3ccccc32)CC(C)O1 (centres undefined)	6	2	-2	2	-2	7	-9	0	-1
43	CCN(Cc1ccncc1)C(=O)CCc1nnc(CCc2ccccc2OC)o1	1	3	3	9	-2	2	0	1	-2
44	C=C(CC[C@@H](O)C(C)(C)O)[C@H]1CC[C@]2(C)[C@@H]1CCC1[C@@]3(C)CCC(=O)C(C)(C)C3CC[C@]12C (some centres undefined)	.	.	1	2	0	3	21	4	.
45	COc1ccc(CCN(C)C(=O)c2ccc(OCC(=O)N3CCOCC3)c(OC)c2)cc1OC	2	-5	9	1	-1	9	8	4	-2
46	O=C(NCc1ccccc1Br)C1CCCO1 (centres undefined)	2	1	3	2	0	4	-1	5	0
47	CN1CCN(CCCNC(=O)C2CCN(c3nnc(-n4cccc4)s3)CC2)CC1	1	-8	-2	4	0	1	15	1	2
48	CCOC(=O)c1cnc2c(cnn2C)c1NCc1ccc(OC)cc1	6	-4	4	-2	2	2	7	4	-2
49	CCCCNc1c(-c2ccc(OC)c(SC(C)CC)c2)nc2ccc(Cl)cn12 (centres undefined)	.	.	6	4	-2	19	28	-5	.
50	N#CCCS(=O)(=O)c1ccc(N)cc1	1	11	-3	-6	-4	5	15	4	-2
51	O=C(N/N=C/C(Cl)=C\c1ccccc1)c1ccco1	0	0	1	4	4	16	13	0	1
52	COc1ccc(-c2nc(CS(=O)CC(=O)NCc3ccccn3)c(C)o2)cc1 (centres undefined)	28*	25	21	20	30*	14	27	11	25*
53	CCOc1cc(/C=C(\C#N)C(N)=O)ccc1OCc1c(C)no[n+]1[O-]	0	-1	1	-3	1	10	-2	1	0

In another format: 3 of the compounds above.
Results follow in this order: LYPLA2 inh	GSTO1 inh	pPAFAH inh	PAFAH2 inh	PAD4 inh	PAFAH1B3 FP inh	PREPL inhibitor	PAFAH1B2 FP inh	LYPLA1 inh
(51) O=C(N/N=C/C(Cl)=C\c1ccccc1)c1ccco1
  0	0	1	4	4	16	13	0	1
(52) COc1ccc(-c2nc(CS(=O)CC(=O)NCc3ccccn3)c(C)o2)cc1 (centres undefined)
  28*	25	21	20	30*	14	27	11	25*
(53) CCOc1cc(/C=C(\C#N)C(N)=O)ccc1OCc1c(C)no[n+]1[O-]
  0	-1	1	-3	1	10	-2	1	0

Compound activity: PubChem, The Scripps Research Institute Molecular Screening Center
